Bioassay records deposited in PubChem by National Center for Advancing Translational Sciences (NCATS).
NPSR antagonist – antagonists of human neuropeptide S receptor cAMP signaling; AID 1461; Q6W5P4; actives 1% (n = 220,000); Potency, µM (titrated, usually from 38.3 µM), for inactives: at the top dose activity change, negative = inhibition, actives largely listed as inhibitors; CHO-NPSR cells, cAMP TR-FRET, antagonist mode; also: potency is read from the fitted curve at half-maximal effect; % is scaled to controls: 0 for no effect and ±100 for the full control effect; nearly all actives have a fitted effect of over 50% in size; many of its hits are not listed in these tables
Target sequence (Q6W5P4 whole entry, looked up): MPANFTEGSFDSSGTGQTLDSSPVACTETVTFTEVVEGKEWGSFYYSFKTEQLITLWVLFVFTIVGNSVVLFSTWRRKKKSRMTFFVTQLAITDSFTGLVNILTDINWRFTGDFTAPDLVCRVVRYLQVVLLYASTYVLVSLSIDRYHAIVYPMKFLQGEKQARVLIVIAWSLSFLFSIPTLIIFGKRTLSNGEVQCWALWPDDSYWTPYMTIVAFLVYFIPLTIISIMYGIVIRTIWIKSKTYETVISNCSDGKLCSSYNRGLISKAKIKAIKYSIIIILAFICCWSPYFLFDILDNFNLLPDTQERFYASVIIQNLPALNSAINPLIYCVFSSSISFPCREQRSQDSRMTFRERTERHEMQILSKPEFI
Epigenetic reg – derepresses silenced GFP reporter in murine cells. actives 0.2% (n = 280,000). murine LDR cells, GFP reporter derepression, 30 h. AID 1865. Potency, µM (highest dose often 53.9 µM), without a hit: at the highest dose GFP activation, actives largely listed as activators; also: potency is read from the fitted curve at half-maximal effect; % of control where 0% means no effect; nearly all actives have a fitted effect of over 60% in size
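In this reporter-derepression format, murine cells bearing a silenced integrated CMV-GFP locus incubate with test compound (30 h, 37 C), then are washed and imaged; fluorescent objects of 20–120 um count as induced cells.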
CBFb-RUNX1 inh – blocks binding between human CBF-beta and RUNX1; 230,000 tested, under 10 active; AlphaScreen CBFb-His/RUNX1-biotin binding, biochemical; Q01196+Q13951; Potency, µM (top dose mostly 59.8 µM), without a hit: at the highest dose activity, negative = inhibition, most hits filed as inhibitors; also: % of control where 0% means no effect
Target sequence (Q01196 whole entry, looked up): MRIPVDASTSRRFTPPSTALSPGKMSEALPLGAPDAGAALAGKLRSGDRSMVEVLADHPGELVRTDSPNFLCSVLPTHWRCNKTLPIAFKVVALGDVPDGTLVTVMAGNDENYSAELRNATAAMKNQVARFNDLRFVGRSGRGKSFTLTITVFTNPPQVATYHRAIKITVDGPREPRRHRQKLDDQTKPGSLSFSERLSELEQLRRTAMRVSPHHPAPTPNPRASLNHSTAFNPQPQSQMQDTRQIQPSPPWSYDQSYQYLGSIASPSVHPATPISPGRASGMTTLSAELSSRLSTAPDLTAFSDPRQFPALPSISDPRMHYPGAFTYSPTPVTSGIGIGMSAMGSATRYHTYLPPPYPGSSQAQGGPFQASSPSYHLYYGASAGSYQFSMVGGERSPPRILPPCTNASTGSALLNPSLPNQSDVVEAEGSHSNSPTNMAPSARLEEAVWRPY
Target sequence (Q13951 whole entry, looked up): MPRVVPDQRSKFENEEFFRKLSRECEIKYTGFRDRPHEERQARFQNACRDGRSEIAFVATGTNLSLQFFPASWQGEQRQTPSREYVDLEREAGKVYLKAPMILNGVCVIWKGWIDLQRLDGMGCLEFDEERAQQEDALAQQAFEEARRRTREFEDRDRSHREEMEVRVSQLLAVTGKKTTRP
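Inhibition was taken as any reduction in AlphaScreen signal from the CBF-beta–RUNX1 pair (His and biotin tags, 30 nM each), measured after compound (15 min) and bead (90 min) incubations at room temperature.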
IMPase Li inh – cell-permeable IMPase inhibitors with lithium potentiation; CHO-M1 cells, IP1 TR-FRET (IP-One), carbachol + lithium; Potency, µM (highest dose often 59.4 µM), without a hit: at the top dose activity, negative = IMPase inhibition, hits mostly inhibitors; actives 0.35% (n = 210,000); AID 1457;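 also: IP1 builds up when IMPase is blocked and the TR-FRET signal falls; potency is read from the fitted curve at half-maximal effect; plate controls were basal vehicle for no effect and high inhibitor control for full effect; nearly all actives have a fitted effect of over 50% in size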
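IP1 accumulation measured by competitive TR-FRET in lysed CHO-M1 cells after 30 min compound exposure at 37C, with a small lithium addition to potentiate weak responses. Hill-equation AC50 from ratio and donor-channel data.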
Lamin A splicing – modulators of lamin A splicing | HeLa LMNA splicing GFP/RFP minigene ratio, 48 h | Potency, µM (titrated, usually from 46.1 µM), for inactives: at the top dose ratio change, negative = inhibition, usual class: inhibitors | actives 0.01% (n = 200,000); active = well fitted inhibition curve with a large enough effect in the signal ratio, with a control signal flat, not every such curve was filed as active; inconclusive = small, poorly fitted or top-dose-only effect, or effect the other way, or a change in a side signal; the % refers to the signal ratio; also: potency is read from the fitted curve at half-maximal effect; % is scaled to controls: 0 for no effect and ±100 for the full control effect
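S3 HeLa cells stably expressing lamin A-EGFP splicing minigene plus DsRed2, 600 cells/well, 48 h compound exposure at 37C. Laser-scanning cytometry; analysed as GFP (500-530 nm)/RFP (575-640 nm) total intensity ratio; 0.5% DMSO vehicle.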
HTT aggregate – inhibitors of mutant huntingtin aggregate formation in PC12 cells; PC12 HttQ103-GFP aggregates, Acumen cytometry, 40 h; Potency, µM (top dose mostly 46.1 µM), without a hit: at the highest dose activity change, negative = inhibition, usual class: inhibitors; actives 1.1% (n = 220,000); AID 1688; also: potency is read from the fitted curve at half-maximal effect; % is scaled to controls: 0 for no effect and ±100 for the full control effect; nearly all actives have a fitted effect of over 60% in size
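Aggregates are detected as GFP objects 1–25 µm with signal 6 STDEV over background in lysates of induced PC12 cells. These carry Huntingtin exon 1 with 103 glutamines fused to GFP under an ecdysone promoter; compounds titrated.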
KinaseGlo FLuc – counter-screen: inhibitors of Kinase-Glo firefly luciferase | Q27757 | Kinase-Glo luciferase, ATP luminescence, 8 min | Potency, µM (top dose mostly 38.3 µM), inactives show at the highest dose activity change, negative = inhibition, hits mostly inhibitors | actives 0.28% (n = 200,000); also: potency is read from the fitted curve at half-maximal effect; % is scaled to controls: 0 for no effect and ±100 for the full control effect; nearly all actives have a fitted effect of over 60% in size
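Inhibition of Kinase-Glo luciferase light generation was assessed at 10 uM ATP in pH 7.2 imidazole buffer, with luminescence measured after eight minutes at ambient temperature.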
* hit, by the source's call; ? = inconclusive; · = not tested or not shown; [ ] = remark or other dose. Unless noted, calls follow the shape of the dose curve; as a rule, active = well fitted curve in the direction sought with a large enough effect; inconclusive = small, poorly fitted or top-dose-only effect, or another doubt; inactive = no such curve, though single readings can be large; an effect the other way counts as inactive or inconclusive. The list is partial; rates above refer to the full screens.

SMILES	NPSR antagonist	Epigenetic reg	CBFb-RUNX1 inh	IMPase Li inh	Lamin A splicing	HTT aggregate	KinaseGlo FLuc
CC(C)=Nc1ccccc1C1COC(=O)C1=N (configuration not stated)	3%	3.3%	5%	-15%	-5%	-7%	1%
COc1ccc(Cl)cc1-c1nc(N)nc(N(C)C)n1	11%	0.0%	1%	-5%	11%	-3%	4%
COc1ccc(NC(=O)CSc2ncnc3c2cnn3Cc2ccccc2)cc1	-15%[46.1 µM]	3.1%	1%	5%[38.3 µM]	-7%	-8%	17%
CC(=O)c1ccc(NC(=S)NCCc2cccc(Cl)c2)cc1	-37%	0.7%	-2%	-2%	5%[46 µM]	-10%	4%
COc1cccc(-n2nnc3c(=O)n(CC(=O)Nc4cc(C)on4)cnc32)c1	8%	1.1%	3%	-12%	·	2%[9.22 µM]	0%
COc1cccc(C(=O)Nc2ccc(NC(=O)C(C)(C)C)cn2)c1	1%[46.1 µM]	0.0%	11%	20%[38.3 µM]	-1%	-13%	-11%
O=C(O)C(S)[C@@H](S)C(=O)O (some centres not stated)	·	0.0%	?	11%	·	·	-5%
C/C(=N\Nc1ccc(C#N)cc1[N+](=O)[O-])c1ccc(O)cc1	4%	0.8%	-14%	·	·	-2%[9.22 µM]	·
CCN(CC)c1ccc(NC(=O)c2cnn(CC)c2)cc1	?	-0.9%	-17%	27%[38.3 µM]	?	-18%	-2%
O=C(Cc1ccccc1)NNC(=O)Nc1ccc(Cl)c(Cl)c1	3%	0.0%	1%	-1%	-14%	?	-1%
O=C(c1ccccn1)c1cc2ccccc2n1S(=O)(=O)c1ccccc1	-14%	-1.0%	-3%	2%	?	7%	-2%
CCn1c(CSc2nc3ccccc3s2)nc2ccccc21	-5%[46.1 µM]	0.0%	-6%	30%[38.3 µM]	?	?	0%
Cc1cc(C)n2nc(N)c(N=Nc3ccc(Cl)cc3)c2n1	-13%	0.1%	-13%	7%	-1%	-8%	-7%
CONc1nc(NC(C)(C)C)nc(OCC#N)n1	14%	-1.1%	-9%	7%	-10%	-15%	2%
COc1ccccc1NC(=S)N(CCN1CCOCC1)Cc1ccccc1F	-7%	0.9%	5%	8%	-2%[46 µM]	0%	0%
CC(=O)Nc1ccc(S(=O)(=O)N2c3ccccc3C(C)=CC2(C)C)cc1	23%	-8.5%	-6%	11%	·	-37%[9.22 µM]	-6%
COc1ccc(N2CCN(c3nc4ccccn4c(=O)c3C=O)CC2)cc1	16%	0.0%	-12%	0%	-11%	4%	-1%
Cc1cc(C)cc(-n2c(SCC(=O)Nc3cccc(S(=O)(=O)NC4=NCCCCC4)c3)nc3ccccc3c2=O)c1	-1%[46.1 µM]	-0.9%	-4%	·	-9%	?	·
COc1ccc(/C(O)=C/C(=O)C(=O)NNC(=O)C(O)(c2ccccc2)c2ccccc2)cc1	-22%[46.1 µM]	-2.2%	-4%	-25%[38.3 µM]	0%	5%	1%
O=C(NC1CCCCCC1)c1c2c(nc3ccccc13)CCN(Cc1ccccc1)C2	-10%	1.3%	13%	3%	1%	-2%	-1%
CC(=O)c1c(C)nc(-c2ccc(OCC(=O)Nc3ccccc3)cc2)n1O	-14%	3.6%	3%	1%	·	-7%	-5%
COc1ccc2c(c1)C(=NN)c1cc(OC)ccc1-2	?	0.0%	-16%	-6%[38.3 µM]	7%	-15%	4%
NCCNc1ccc([N+](=O)[O-])cc1	-11%	1.2%	0%	·	·	-18%[9.22 µM]	·
CCOC(=O)C1(CCOC)CCN(C(=O)c2ccccc2-c2cccc(C)c2)CC1	18%	-1.1%	7%	15%	-8%[46 µM]	-10%[9.22 µM]	1%
O=C(CN(Cc1cccs1)C(=O)CNS(=O)(=O)c1ccc(Cl)cc1)NCC1CCCO1 (configuration not stated)	-8%	-3.5%	5%	2%	·	5%[9.22 µM]	2%

(list continues)
SMILES	NPSR antagonist	Epigenetic reg	CBFb-RUNX1 inh	IMPase Li inh	Lamin A splicing	HTT aggregate	KinaseGlo FLuc
Cc1nc2ccccc2c2c1C(=O)N(C)C2=O	1%[46.1 µM]	2.5%	-1%	0%[38.3 µM]	-8%	5%	2%
Cc1ccc(-n2c(N)c(C(=O)N3CCOCC3)sc2=S)c(C)c1	-29%[46.1 µM]	-0.9%	-8%	1%[38.3 µM]	8%	1%	-6%
Cc1ccc(N2CCCn3c2nc2c3c(=O)n(CC(=O)OCc3ccccc3)c(=O)n2C)cc1C	20%[46.1 µM]	0.0%	4%	-2%[38.3 µM]	4%	9%	11%
COC(=O)c1ccccc1NC(=O)c1cc2nc(C3CC3)cc(C(F)(F)F)n2n1	2%[46.1 µM]	-1.1%	0%	5%[38.3 µM]	5%	10%	-1%
C(=C\c1ccccn1)/c1cccnc1	3%	1.1%	14%	·	·	9%[9.22 µM]	·
CC12/C(=N/O)C3C4CC5C3/C(=N/O)C1C5C42 (configuration not stated)	-6%[46.1 µM]	1.0%	0%	25%[38.3 µM]	-3%	-10%	6%
CCN(CC)c1ccc(N2C(=O)/C(=C\c3cccnc3)SC2=S)cc1	-4%[46.1 µM]	-1.2%	-8%	18%[38.3 µM]	10%	18%	0%
Fc1cc(F)c(F)c(SCCc2ccncc2)c1F	4%[46.1 µM]	-0.1%	7%	11%[38.3 µM]	?	-5%	-1%
CCCCN1C(=O)C(O)(CC(=O)c2ccccn2)c2ccccc21 (configuration not stated)	9%	-0.6%[10.1 µM]	2%	3%	1%[46 µM]	12%[9.22 µM]	3%
CCn1nnnc1SCC(=O)NCc1ccc2c(c1)OCO2	1%[46.1 µM]	-1.2%	4%	-1%	-1%	1%	-2%
O=C(CCCCCN1C(=O)CCC1=O)Nc1ccc2c(c1)OCO2	-4%[46.1 µM]	-0.8%	2%	13%[38.3 µM]	3%	4%	0%
Cc1onc(-c2c(Cl)cccc2Cl)c1C(=O)OCC(=O)c1ccccc1	-40%	-0.4%	29%	·	·	40%[9.22 µM]	·
Cc1ccccc1-c1cncnc1N1CCNCC1	·	-0.2%	·	7%	-4%	·	-2%
CC(=O)Nc1c(-c2ccc(F)cc2)nc2ccccn12	0%[46.1 µM]	0.0%	5%	-3%[38.3 µM]	2%	-11%	-5%
CC(C)C12CN3CC(C(C)C)(CN(C1)C3c1ccccc1)C2O (configuration not stated)	8%[46.1 µM]	13%	12%	4%[38.3 µM]	-1%	-10%	2%
O=C(COC(=O)c1ccccc1NC(=O)C1CC1)c1ccc2c(c1)OCCO2	6%	0.0%	1%	7%	-3%	-6%	2%
COc1ccc(OC)c(-c2cc(C(=O)Nc3cc(C)on3)no2)c1	0%[46.1 µM]	1.0%	0%	-20%[38.3 µM]	-1%	-3%	1%
COc1ccc(-c2cc(CNC(=O)CN3CCN(C)CC3)on2)cc1	14%[46.1 µM]	1.8%	15%	2%	-2%	?	-3%
Cn1c(=O)c2c(ncn2CC(=O)N2CCCc3ccccc32)n(C)c1=O	-5%[46.1 µM]	-2.2%	6%	-3%[38.3 µM]	9%	3%	0%
Cc1ccnc(NS(=O)(=O)c2ccc(NC(=O)c3c(-c4ccccc4Cl)noc3C)cc2)n1	12%[46.1 µM]	-1.0%	6%	21%	7%	?	0%
COc1ccccc1N/C(N)=N/c1nc(CSc2ccc(C)cc2)cc(=O)[nH]1	-11%[46.1 µM]	0.0%	4%	16%[38.3 µM]	?	?	0%
COc1cc(CO)ccc1OCc1ccc(Cl)nc1	21%	-0.1%	4%	·	·	8%[9.22 µM]	·
O=C(Nc1ccc(S(=O)(=O)N2CCOCC2)cc1)C1COc2ccccc2O1 (configuration not stated)	-5%[46.1 µM]	3.1%	2%	8%[38.3 µM]	16%	13%	2%
CCOC(=O)C1CCN(c2ncnc3c2c(-c2ccccc2)cn3-c2ccc(C)cc2)CC1	-59%	-5.4%	-3%	-3%	·	-13%	4%
O=C(CN1C(=O)C2CC=CCC2C1=O)N1CCN(c2ccc([N+](=O)[O-])cc2)CC1 (configuration not stated)	4%	-2.0%	-8%	·	·	5%[9.22 µM]	·

Following part.
SMILES	NPSR antagonist	Epigenetic reg	CBFb-RUNX1 inh	IMPase Li inh	Lamin A splicing	HTT aggregate	KinaseGlo FLuc
COC(=O)c1nn(-c2ccccc2)c(Sc2ccc(OC)cc2)c1/C=N/O	2%[46.1 µM]	3.9%	2%	·	-3%	-18%	·
CCN(C(=O)[C@@H]1CCCN1C(=O)c1cccs1)c1nc2cc(Cl)ccc2s1	-12%	0.0%	-3%	4%	?	9%	5%
CCn1cnc2scc(-c3ccccc3)c2c1=O	7%[46.1 µM]	1.2%	9%	23%[38.3 µM]	-4%	-20%	-1%
O=C(O)Cc1c(O)ccc2ccccc12	-5%[46.1 µM]	-0.3%	2%	-14%	3%	4%	-6%[7.66 µM]
COc1cc(C)ccc1OCCOCCOc1ccccc1[N+](=O)[O-]	2%	0.3%	0%	2%	-5%	10%	-4%
Cc1ccc(C(C(=O)NCc2ccco2)N(CCc2ccccc2)C(=O)Cn2nnc3ccccc32)o1 (configuration not stated)	?	-1.2%	-9%	25%[38.3 µM]	7%	9%[9.22 µM]	-4%
Cc1ccc(N(CC(=O)N2CCc3ccccc32)C2=NC(=O)CS2)cc1	-16%[46.1 µM]	3.6%	1%	-13%[38.3 µM]	-9%	0%	-7%
O=C(c1cnc2ccccn2c1=O)N1CCCc2ccccc21	-27%[46.1 µM]	4.5%	7%	-5%[38.3 µM]	7%	-6%	-2%
Cc1nnc(NCc2n[nH]c(=O)c3ccccc23)c2ccccc12	-8%[46.1 µM]	-2.1%	9%	9%[38.3 µM]	9%	22%	-1%
CCCNC(=O)C1CCN(S(=O)(=O)c2ccc(Br)cc2)CC1	15%	-1.0%	-3%	6%	0%	-4%	2%
CC1CCC(NC(=S)NCCN(C)C)CC1 (configuration not stated)	18%	-1.2%	-2%	12%	·	12%	-1%
COc1c(Cl)ccc(Cl)c1C(=O)OCC(=O)O	2%[46.1 µM]	-4.3%	3%	9%[38.3 µM]	-1%	10%	0%
CCOC(=O)c1c(N)sc(C(=O)Nc2ccc3c(c2)OCO3)c1C	?	-1.1%	2%	34%[38.3 µM]	6%	-8%	4.5µM*
Cc1ccc2nc(-c3ccncc3)cc(C(=O)Nc3ccc4c(c3)OCCO4)c2c1	-24%	2.2%	6%	6%	·	18%	-1%
CCOC(=O)c1c(-c2ccc(Cl)cc2)cn2ccccc12	1%[46.1 µM]	0.3%	-2%	28µM*	14%	11%	2%

IMPase Li inh, what is marked active above
canonical_smiles	NPSR antagonist	Epigenetic reg	CBFb-RUNX1 inh	IMPase Li inh	Lamin A splicing	HTT aggregate
CCOC(=O)c1c(-c2ccc(Cl)cc2)cn2ccccc12	1%[46.1 µM]	0.3%	-2%	28µM*	14%	11%
